Epigenetic derep: Quantitative High-Throughput Screen for Regulators of Epigenetic Control | murine LDR cells, GFP reporter derepression, 30 h | Potency, µM (top dose mostly 53.9 µM), for the others: at the highest dose GFP activation, usual class: activators | hit rate 0.2% among 280,000 | AID 1865, 2009; further: potency means the concentration at half of the fitted maximal effect; % of control where 0% means no effect; nearly all actives have a fitted effect of over 60% in size
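Murine LDR cells bearing a silenced CMV-driven GFP reporter were exposed to compound for 30 h at 37 C. After PBS washes, GFP-positive cells (20-120 um objects) counted by laser-scanning microplate cytometry.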
CBFb-RUNX1 inh: qHTS Assay for Compounds Blocking the Interaction Between CBF-beta and RUNX1 for the Treatment of Acute Myeloid Leukemia. AlphaScreen CBFb-His/RUNX1-biotin binding, biochemical. Potency, µM (top dose mostly 59.8 µM), inactives show top-dose activity, negative = inhibition, most hits filed as inhibitors. Runt-related transcription factor 1 (Homo sapiens) + Core-binding factor subunit beta …. 230,000 tested, under 10 active. AID 1477, 2009; further: % of control where 0% means no effect
Target sequence (Q01196 whole entry, looked up): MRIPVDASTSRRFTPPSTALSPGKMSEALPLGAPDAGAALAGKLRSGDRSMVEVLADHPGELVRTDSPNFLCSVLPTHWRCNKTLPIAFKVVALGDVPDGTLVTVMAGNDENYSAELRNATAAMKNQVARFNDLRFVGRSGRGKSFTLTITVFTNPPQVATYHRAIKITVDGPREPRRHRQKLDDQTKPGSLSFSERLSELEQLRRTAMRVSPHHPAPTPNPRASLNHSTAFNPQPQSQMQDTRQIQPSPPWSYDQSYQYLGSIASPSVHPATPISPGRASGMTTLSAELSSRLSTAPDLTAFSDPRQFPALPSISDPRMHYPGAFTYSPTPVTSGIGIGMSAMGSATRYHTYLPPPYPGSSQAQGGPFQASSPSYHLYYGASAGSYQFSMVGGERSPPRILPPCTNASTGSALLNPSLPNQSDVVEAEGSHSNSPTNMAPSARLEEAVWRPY
Target sequence (Q13951 whole entry, looked up): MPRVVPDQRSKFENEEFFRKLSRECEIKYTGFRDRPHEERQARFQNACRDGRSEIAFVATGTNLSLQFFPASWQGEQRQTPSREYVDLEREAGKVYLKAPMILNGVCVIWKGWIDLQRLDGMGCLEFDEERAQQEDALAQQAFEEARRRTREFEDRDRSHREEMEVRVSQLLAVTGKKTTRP
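Interaction loss through any mechanism counts as activity. Pre-formed complex of His-CBF-beta and biotin-RUNX1 (30 nM apiece) is incubated with compound 15 min, then with 50 ng nickel and 50 ng streptavidin beads for 90 min before AlphaScreen detection.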
NPSR antagonist: qHTS Assay for Antagonists of the Neuropeptide S Receptor: cAMP Signal Transduction; CHO-NPSR cells, cAMP TR-FRET, antagonist mode; Potency, µM (series often up to 38.3 µM), inactives show top-dose activity change, negative = inhibition, usual class: inhibitors; hit rate 1% among 220,000; AID 1461, 2008; further: potency means the concentration at half of the fitted maximal effect; on the % scale 0 is the no-effect control and ±100 the full control effect; nearly all actives have a fitted effect of over 50% in size; many of its hits are not listed in these tables
IMPase Li inh: qHTS Assay for Identifying the Cell-Membrane Permeable IMPase Inhibitors: Potentiation with Lithium; CHO-M1 cells, IP1 TR-FRET (IP-One), carbachol + lithium; Potency, µM (series often up to 59.4 µM), without a hit: top-dose activity, negative = IMPase inhibition, most hits filed as inhibitors; hit rate 0.35% among 210,000;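 further: IP1 builds up when IMPase is blocked and the TR-FRET signal falls; potency means the concentration at half of the fitted maximal effect; plate controls were basal vehicle for no effect and high inhibitor control for full effect; nearly all actives have a fitted effect of over 50% in size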
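CHO cells stably expressing M1 receptor (2000/well, cultured 16–30 h) treated 30 min at 37C with compound plus low lithium. Cytosolic IP1 by TR-FRET (665/620 ratio and 620 channel) after 10 min lysis; AC50 by Hill fit.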
aGal spleen mod: qHTS Assay for Inhibitors and Activators of Human alpha-Galactosidase From Spleen Homogenate; AID 2107, 2009; Alpha-galactosidase A (Homo sapiens), P06280; hit rate 0.008% among 240,000; human spleen homogenate, 4MU-alpha-Gal fluorescence, 40 min; Potency, µM (series often up to 80 µM), inactives show top-dose activity change, negative = inhibition, most hits filed as inhibitors;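 further: potency means the concentration at half of the fitted maximal effect; 0% = enzyme with vehicle and -100% = no enzyme basal signal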
Target sequence (P06280 32-429 limits assumed): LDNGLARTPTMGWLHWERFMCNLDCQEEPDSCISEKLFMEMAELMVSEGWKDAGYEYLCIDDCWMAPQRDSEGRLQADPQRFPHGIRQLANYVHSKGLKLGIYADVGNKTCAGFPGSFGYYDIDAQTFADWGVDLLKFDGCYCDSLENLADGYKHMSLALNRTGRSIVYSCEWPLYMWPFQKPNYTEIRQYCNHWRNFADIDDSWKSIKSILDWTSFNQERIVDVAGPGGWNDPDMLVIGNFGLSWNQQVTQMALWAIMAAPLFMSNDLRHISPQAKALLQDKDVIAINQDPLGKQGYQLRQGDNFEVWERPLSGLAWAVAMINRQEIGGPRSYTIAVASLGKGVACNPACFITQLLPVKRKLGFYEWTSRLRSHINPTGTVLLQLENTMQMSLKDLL
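Spleen homogenate 1 ug + cpd (titration) + 4-MU-alpha-D-galactopyranoside 1 mM; 37C 40 min; 50 mM citrate/phosphate pH 5.0, 0.01% Tween-20; stop pH 10; fluorescence 365/440; AC50 via Hill.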
Lamin A splicing: qHTS Assay for Modulators of Lamin A Splicing; HeLa LMNA splicing GFP/RFP minigene ratio, 48 h; Potency, µM (doses to about 46.1 µM), without a hit: at the top dose ratio change, negative = inhibition, actives largely listed as inhibitors; hit rate 0.01% among 200,000; AID 1487, 2009; active means well fitted inhibition curve with a large enough effect in the signal ratio, with a control signal flat, not every such curve was filed as active; inconclusive means small, poorly fitted or top-dose-only effect, or effect the other way, or a change in a side signal; the % refers to the signal ratio; further: potency means the concentration at half of the fitted maximal effect; on the % scale 0 is the no-effect control and ±100 the full control effect
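Read-out is the ratio of GFP to DsRed2 object intensity, acquired by 488 nm laser-scanning cytometry on HeLa lamin A-EGFP minigene reporter cells. Compound incubation 48 hrs at 37 °C in Opti-MEM with 2% FBS; DMSO 0.5% final.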
KinaseGlo FLuc: Counterscreen for Luciferase (Kinase-Glo TM) Inhibition; Luciferin 4-monooxygenase (Photuris pensylvanica), Q27757; Kinase-Glo luciferase, ATP luminescence, 8 min; Potency, µM (highest dose often 38.3 µM), for inactives: at the top dose activity change, negative = inhibition, actives largely listed as inhibitors; hit rate 0.28% among 200,000; AID 1379, 2008; further: potency means the concentration at half of the fitted maximal effect; on the % scale 0 is the no-effect control and ±100 the full control effect; nearly all actives have a fitted effect of over 60% in size
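Recombinant Kinase-Glo luciferase, 10 uM ATP (linear range), luciferin; imidazole pH 7.2 / KCl / MgCl2 / Tween / BSA buffer; 8 min RT; luminescence.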
* marks the source's active call; other numbers are inactive results; ? = inconclusive; · = no result given; & = joins results of further samples; [ ] = remark or other dose. Unless noted, the call rests on the fitted dose curve; in most records, active means well fitted curve in the direction sought with a large enough effect; inconclusive means small, poorly fitted or top-dose-only effect, or another doubt; inactive means no such curve, though single readings can be large; an effect the other way counts as inactive or inconclusive. Not all compounds are listed; count on the stated rates, not on these rows.

Molecule | NPSR antagonist | KinaseGlo FLuc | Epigenetic derep | aGal spleen mod | CBFb-RUNX1 inh | Lamin A splicing | IMPase Li inh
O=C(Cc1ccccc1)NC(c1ccco1)c1c(O)ccc2ccccc12 (configuration not stated) | -28.5% | 4.4% | -1.1% | ? | ? | · | 14.5%
CCOC(=O)c1[nH]c2ccccc2c1NC(=O)CCN1CCN(C(=O)OCC)CC1 | -10.0%[46.1 µM] | -1.9% | -1.9% | -6.8% | 4.0% | 1.4% | -4.9%[38.3 µM]
CCOC(=O)N1CCN(CC(O)COC(CC)c2ccccc2)CC1 (configuration not stated) | -2.7%[46.1 µM] | · | -1.0% | 10.6% | 0.0% | 6.4% | ·
COc1ccc(C2/C=C\CN(C(=O)NC(C)C)CC(=O)N2Cc2ccc(F)cc2)cc1 (configuration not stated) | 11.3% | · | 6.1% | -1.3%&1.3% | -4.5%&1.9% | · | ·
NC1=NC(=O)/C(=C\c2cccs2)S1 | -6.5%[46.1 µM] | -5.8% | -3.4% | 6.9% | 3.8% | -9.6% | 7.0%
COCCN(CCOC)c1ncc(Cl)c(C(=O)c2c(C)cc3ccccn23)n1 | -28.8%[46.1 µM] | 0.8% | -1.6% | -15.2% | -13.3% | ? | 13.4%[38.3 µM]
O=C(NC1CCN(Cc2ccccc2)CC1)c1ccccc1F | -14.9%[46.1 µM] | -2.1% | -1.2% | 1.5% | 3.6% | 1.9% | -11.7%[38.3 µM]
Cc1cnc(CNc2ccnc(-c3ccccc3Cl)n2)cn1 | · | 1.2% | -1.0% | 6.3% | · | 2.2% | -3.5%
COc1cc(/C=N/NC(=O)Nc2ccccc2)ccc1OC(C)=O | 3.8% | -5.5% | 1.3% | 3.0% | 3.9% | -0.1% | -6.6%
O=C(c1cc2ccccn2n1)N1CCN(c2cccc(C(F)(F)F)c2)CC1 | -18.5%[46.1 µM] | · | -0.9% | 6.8% | -1.2% | ? | ·
CC(C)C(=O)Nc1cccc(-c2cn3ccsc3n2)c1 | -14.1%[46.1 µM] | 3.2% | 0.0% | 4.8% | 0.2% | -9.4% | 9.3%[38.3 µM]
CC(C)(C)C(=O)Cn1ncc(NC2CC2)c(Br)c1=O | 1.8%[46.1 µM] | 1.5% | -0.9% | 0.0% | 10.1% | 2.0% | -8.2%
Cc1cc(Cl)ccc1C(=O)C1CCCN(C(=O)c2n[nH]c3c2CCCC3)C1 (configuration not stated) | 19.7% | 1.5% | -0.7% | 1.8% | -1.3% | · | 7.8%
C=CCOc1ccc(/C(O)=C2/C(=O)C(=O)N(CCCN3CCOCC3)C2c2ccc(OC)cc2)cc1 (configuration not stated) | -9.8%[46.1 µM] | 1.3% | 2.1% | -3.1% | -2.0% | 0.2% | -8.0%
CCCn1c(SCC(=O)C(C)(C)C)nc2ccccc21 | -25.2% | 5.4% | -4.2% | -4.8% | 6.6% | 1.8%[46 µM] | 26.5%
CC(=O)C1=C(c2ccccc2)NC(=S)NC1c1ccc(O)c(O)c1 (configuration not stated) | 9.6% | 5.0% | -0.4% | -1.1% | -10.9% | -6.0%[46 µM] | 10.1%
CCCCOC(=O)Nc1nc2ccc([N+](=O)[O-])cc2s1 | 12.0% | 1.5% | -8.5% | 5.0% | -18.4% | 7.5%[46 µM] | 14.8%
O=C(CCSCCc1ccccn1)Nc1ccc(Br)cn1 | -5.1%[46.1 µM] | 0.3% | -3.6% | 1.3% | -1.0% | 14.3% | 16.0%[38.3 µM]
Cc1cccc(NC(=S)Nc2ccc3cn[nH]c3c2)c1 | -13.3%[46.1 µM] | · | -0.9% | 8.9% | 0.9% | -2.6% | ·
Cc1c(NC2=CC(=O)CC(C)(C)C2)c(=O)n(-c2ccccc2)n1C | 20.0% | 0.8% | -8.0% | 7.4% | 6.2% | · | -2.1%
COc1ccc(NC2=NCCC2)cc1 | 5.1%[46.1 µM] | -3.2% | 1.1% | -16.8% | -6.1% | -0.3% | 6.5%[38.3 µM]
NC(=O)CC[C@@H]1NC(=O)[C@@H]2CCCN2C(=O)c2cc([N+](=O)[O-])cc(I)c2NCCCC[C@@H](C(=O)NC(CC(=O)O)C(N)=O)NC1=O (some centres not stated) | 10.4% | 0.3% | -3.0% | -1.6% | 0.9%[2.36 µM] | -5.0% | -0.6%
Cc1cccc(C(C)C)c1NC(=O)COC(=O)COc1ccc2c(C)cc(=O)oc2c1 | 10.4% | 1.1% | 3.1% | -1.3% | -3.1% | -8.8% | -2.6%
COc1cc(/C=N/NC(=O)COc2c(C)cc([N+](=O)[O-])cc2C)ccc1OC(=O)c1ccccc1Br | -4.3% | 1.6% | -1.6% | 3.8% | -19.3% | -17.1% | 8.4%
NC(=O)c1ccc(Oc2ncc(C(F)(F)F)cc2Cl)cc1 | 13.8% | -1.1% | 2.5% | 4.8% | -7.9% | 4.9%[46 µM] | -0.4%
CCCNC(=O)Cn1cnc2sc(C(=O)Nc3cc(OC)c(OC)c(OC)c3)c(C)c2c1=O | -9.4%[46.1 µM] | -0.2% | 0.8% | 10.8% | 0.2% | 6.8% | 22.8%[38.3 µM]
CC[C@H](C)[C@@H](NC(=O)O[C@@H]1C(=O)c2ccc(OC)cc2O[C@H]1c1cccc(C(F)(F)F)c1)C(=O)OC | · | -1.0% | 1.1% | 9.2% | -13.8% | · | 18.0%
O=C(O)c1ccccc1-c1ccccc1C(=O)Nc1cccc2ccccc12 | -0.1%[46.1 µM] | 0.3% | -1.0% | -2.8% | 1.9% | 5.2% | -8.2%[38.3 µM]
O=C(CNC(=S)N(CCCN1CCOCC1)Cc1cccs1)NCCCN1CCOCC1 | 2.9% | 0.9% | 0.9% | 6.3% | 8.8% | -8.5% | 7.2%
CC1(c2ccc3c(c2)OCO3)NC(=O)N(CC(=O)Nc2ccc(N3CCOCC3)cc2)C1=O (configuration not stated) | -5.5%[46.1 µM] | -0.1% | 0.0% | 1.0% | 1.7% | 1.4% | 28.2%[38.3 µM]
COc1ccc(Cc2nc(-c3ccccc3)no2)cc1 | -13.6%[46.1 µM] | -0.9% | -3.4% | -0.7% | ? | -5.4% | 9.1%
O=C1CNC(=O)/C1=C/c1ccc(Br)cc1 | 44.6% | · | 8.0% | 8.5% | 4.2% | · | ·
CCOC(=O)c1[nH]c(C)c(C(=O)NC(C)CC)c1C (configuration not stated) | -1.2%[46.1 µM] | 1.2% | -1.7% | -5.4% | -0.4% | 0.3% | 1.2%[38.3 µM]
CCCCCCC12CCC(C(=O)O)(CC1)CC2 | -4.2%[46.1 µM] | -4.8% | -2.3% | 0.1% | 0.8% | -12.8% | 2.3%
CCN1C(=O)CC(N2CCC(Nc3ccc(F)cc3)CC2)C1=O (configuration not stated) | -5.0%[46.1 µM] | 5.6% | 0.0% | -3.2% | 2.6% | -9.8% | 19.2%[38.3 µM]
O=C(CN(Cc1cccs1)C(=O)CNS(=O)(=O)c1ccc(Cl)cc1)NCc1ccco1 | -19.2%[46.1 µM] | -2.0% | 0.8% | 0.1% | -2.4% | -2.2% | 15.2%[38.3 µM]
CN(C(=O)/C=C/c1ccco1)c1ccccc1C(=O)O | 7.2% | · | -0.3% | 0.4% | -15.4% | · | -4.3%
CCOc1ccc(-c2cc(C(=O)O)c3ccccc3n2)cc1 | -9.0%[46.1 µM] | -19.7% | 1.5% | 8.4% | 3.3% | ? | -9.6%[38.3 µM]
Cn1c(=O)c2c(nc(Sc3ccccc3N)n2C)n(C)c1=O | -4.8% | · | 0.0% | 5.0% | 1.1% | · | ·
CCN(CC)CCCN1C(=O)C(=O)/C(=C(/O)c2ccc3c(c2)CC(C)O3)C1c1ccncc1 (configuration not stated) | 0.3%[46.1 µM] | -0.1% | 2.5% | 1.7% | 4.4% | 7.8% | -2.4%[38.3 µM]
CCOC(=O)C1=C(O)/C(=C\c2cccs2)N=C1C | -38.8% | -1.8% | -1.1% | -3.7% | 4.0% | -1.9% | 26.0%
NNC(=O)c1oc2ccccc2c1-n1cccc1 | 7.2% | -0.1% | 1.3% | -4.7% | 6.1% | ? | -0.5%
O=C(CSc1nnc(-c2cnccn2)n1Cc1ccco1)c1ccc(Cl)c(Cl)c1 | -9.1%[46.1 µM] | -2.8% | 1.7% | 9.0% | -21.4% | 6.1% | 29.5%[38.3 µM]
COc1ccc(OC)c(NC(=O)CN(C)CC(=O)Nc2ccccc2Br)c1 | -16.2% | 1.1% | 2.6% | 2.6% | -0.8% | · | 9.2%
Cc1cc(C)c(-n2nnnc2SC(C)C)c(C)c1 | -11.9% | 3.6% | 0.0% | -3.5% | 26.4% | 1.7% | 3.0%
Cc1ccc(S(=O)(=O)Nc2nc3ccccc3nc2NCc2ccc3c(c2)OCO3)cc1C | -9.3% | 0.5% | -1.0% | 0.2% | 2.4% | -10.2% | 2.5%
COC(=O)c1cc2n(n1)CCN(Cc1ccccc1F)C2=O | -6.3%[46.1 µM] | -1.0% | 1.4% | -0.8% | -4.0% | -0.2% | 4.1%[38.3 µM]
Cc1ccc(Cn2c(=S)[nH]c3ccc(N4CCOCC4)cc3c2=O)o1 | -21.4%[46.1 µM] | -2.2% | 0.0% | -1.7% | ? | ? | 25.7%[38.3 µM]

Entries shown so far with a tert-butyl group, in the order listed:
Molecule | NPSR antagonist | KinaseGlo FLuc | Epigenetic derep | aGal spleen mod | CBFb-RUNX1 inh | Lamin A splicing | IMPase Li inh
CC(C)(C)C(=O)Cn1ncc(NC2CC2)c(Br)c1=O | 1.8%[46.1 µM] | 1.5% | -0.9% | 0.0% | 10.1% | 2.0% | -8.2%
CCCn1c(SCC(=O)C(C)(C)C)nc2ccccc21 | -25.2% | 5.4% | -4.2% | -4.8% | 6.6% | 1.8%[46 µM] | 26.5%
